Source: PubChem (National Center for Advancing Translational Sciences (NCATS))
TDP1 inh: TDP1 (human) enzyme inhibition | recombinant TDP1, AlphaScreen DNA substrate cleavage | Potency, µM (titrated, usually from 130 µM), inactives show at the top dose activity change, negative = inhibition, most hits filed as inhibitors | 350,000 compounds, 0.28% hits; further: nearly all actives have a fitted effect of over 40% in size
Target sequence (Q9NUW8 whole entry, looked up): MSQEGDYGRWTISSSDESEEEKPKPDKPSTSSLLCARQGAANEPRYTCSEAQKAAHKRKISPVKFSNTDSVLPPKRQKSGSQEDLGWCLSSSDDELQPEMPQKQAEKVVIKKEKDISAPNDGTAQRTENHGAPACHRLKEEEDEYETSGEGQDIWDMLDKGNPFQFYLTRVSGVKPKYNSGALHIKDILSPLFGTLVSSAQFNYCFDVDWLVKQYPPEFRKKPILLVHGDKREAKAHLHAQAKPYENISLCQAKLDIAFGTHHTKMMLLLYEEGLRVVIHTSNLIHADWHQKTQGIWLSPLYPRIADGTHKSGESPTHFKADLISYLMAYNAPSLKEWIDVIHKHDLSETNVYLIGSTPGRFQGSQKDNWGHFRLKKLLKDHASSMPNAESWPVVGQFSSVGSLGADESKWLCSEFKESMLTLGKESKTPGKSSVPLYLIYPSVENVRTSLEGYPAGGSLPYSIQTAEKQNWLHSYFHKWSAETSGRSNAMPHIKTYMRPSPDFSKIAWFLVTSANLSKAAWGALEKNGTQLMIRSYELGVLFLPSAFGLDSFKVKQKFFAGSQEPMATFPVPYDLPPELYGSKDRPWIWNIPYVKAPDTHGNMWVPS
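AlphaScreen read-out: signal falls as enzyme removes the 3' tyrosine-FITC from a 5'-biotinylated DNA oligo (15 nM, 5 min, RT). Enzyme was E. coli-made recombinant Tdp1 at 1 nM, exposed to compound for 15 min beforehand; beads 10 ug/ml, 10 min.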
TDP1 cell noCPT: qHTS for Inhibitors of human tyrosyl-DNA phosphodiesterase 1 (TDP1): qHTS in cells in absence of CPT. DT40 Tdp1-/- hTDP1 cells, no CPT, ATP luminescence, 48 h. Potency, µM (titrated, usually from 46.2 µM), inactives show top-dose activity change, negative = growth inhibition, actives largely listed as inhibitors. 420,000 compounds, 15% hits. AID 686978, 2013; further: nearly all actives have a fitted effect of over 55% in size
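Chicken DT40 Tdp1-/- cells stably complemented with human TDP1 were seeded at 400 cells/well with DMSO in place of 20 nM camptothecin. After compound pinning, cells grew at least 48 hr at 37 °C; viability read by CellTiter-Glo luminescence.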
DT40 TDP1 CPT: DT40-hTDP1 cell growth loss with CPT | chicken DT40 Tdp1-/-;hTDP1 cells + 20 nM CPT, ATP luminescence, 48 h | Potency, µM (titrated, usually from 46.2 µM), without a hit: at the top dose activity change, negative = growth inhibition, actives largely listed as inhibitors | 420,000 compounds, 12% hits | AID 686979; further: nearly all actives have a fitted effect of over 55% in size
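Chicken DT40 Tdp1-/- cells stably complemented with human TDP1 were seeded at 400 cells/well in medium containing 20 nM camptothecin, exposed to pin-transferred compounds, and grown at 37 °C for at least 48 hr. Viability was read as ATP luminescence.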
Numbers without * were called inactive; ? = inconclusive; / = no result given; [ ] = dose if it differs, or a comment. The call rests on the fitted dose curve; in most records, active means well fitted curve in the direction sought with a large enough effect; inconclusive means small, poorly fitted or top-dose-only effect, or another doubt; inactive means no such curve, though single readings can be large; an effect the other way counts as inactive or inconclusive. On the % scale 0 is the no-effect control and ±100 the full control effect; potency means the concentration at half of the fitted maximal effect.

Every second line gives: DT40 TDP1 CPT, TDP1 inh, TDP1 cell noCPT
- Cn1cccc1/C=N\NC(=O)Cc1ccc(Br)c2ccccc12
 : 15µM*, 4%, 10µM*
- Cn1ncc(Br)c1C(=O)N1CCOCC1
 : -19%, 5%, -3%
- O=C(C1CCCO1)N1CCN(Cc2nc3ccccc3c(=O)[nH]2)CC1 (stereo not given)
 : -3%, 7%, -16%
- CC1(C2CC2)NC(=O)N(CC(=O)Nc2ccc(SC(F)F)cc2)C1=O (stereo not given)
 : -22%, 0%, ?
- CN(Cc1ccccc1)C(=O)c1oc(=O)c2ccccc2c1-c1ccccc1
 : ?, 2%, ?
- COc1ccc(C(=O)NCN2CCN(c3ccccc3)CC2)cc1OC
 : -1%, 4%, -5%
- O=C(Nc1ccccc1C(=O)O)c1ccc(Br)o1
 : -1%, 2%, -3%
- CCOc1cc(CNc2ccc3c(c2)OCCO3)cc(Br)c1OC
 : 0.52µM*, 10%, 1.2µM*
- CCN(C(=O)CSc1n[nH]c(-c2ccc(OC)cc2)n1)c1c(N)n(Cc2ccccc2)c(=O)[nH]c1=O
 : 4%, /, 3%
- Nc1cc(N2CCCCCC2)c2nonc2c1[N+](=O)[O-]
 : 4%, /, -26%
- Cn1c(=O)c2[nH]c(COc3ccccc3)nc2n(C)c1=O
 : -8%, /, ?
- COc1ccc(CC(=O)N2CCN(c3cccc(Cl)c3)CC2)cc1OC
 : ?, /, 10µM*
- Cc1ccc(-c2nn(-c3ccc(F)cc3F)c3c2cnc2ccc(F)cc23)cc1
 : -12%, 1%, -30%
- CCOC(=O)N1CCN(S(=O)(=O)c2ccc3c(c2)CC(C)N3C(C)=O)CC1 (stereo not given)
 : -28%, 3%, ?
- CN(NC(=O)C(C)(C)C)c1nc(-c2ccccc2)nnc1C(F)(F)F
 : ?, 6%, -29%
- COC(C[C@H](O)C[C@H](O)[C@@H](C)OCc1ccccc1)OC
 : 2%, /, -1%
- COc1cc2c(cc1OC)-c1cc(Nc3ccccc3)nc(=O)n1CC2
 : -6%, 4%, -26%
- FC(F)(F)c1cc(-c2cccs2)nc2ncnn12
 : 6%, 0%, 4%
- COc1ccccc1N1CCN(c2ncnc3sc(C)c(-c4ccccc4)c23)CC1
 : 23µM*, 2%, -100%
- O=c1c2c(nc3nc(NCc4ccc(Cl)cc4)[nH]n13)CCC2
 : -17%, 3%, -10%

Entries of single compounds from above. Order of screens: DT40 TDP1 CPT | TDP1 inh | TDP1 cell noCPT
`Cn1cccc1/C=N\NC(=O)Cc1ccc(Br)c2ccccc12` is entered as 15µM* | 4% | 10µM*
`CC1(C2CC2)NC(=O)N(CC(=O)Nc2ccc(SC(F)F)cc2)C1=O` (stereo not given) is entered as -22% | 0% | ?

The listing picks up; the 3 compounds before the break are reprinted first.
Every second line gives: DT40 TDP1 CPT, TDP1 inh, TDP1 cell noCPT
- FC(F)(F)c1cc(-c2cccs2)nc2ncnn12
 : 6%, 0%, 4%
- COc1ccccc1N1CCN(c2ncnc3sc(C)c(-c4ccccc4)c23)CC1
 : 23µM*, 2%, -100%
- O=c1c2c(nc3nc(NCc4ccc(Cl)cc4)[nH]n13)CCC2
 : -17%, 3%, -10%
- CCNC(=S)SCCOc1ccccc1C
 : -24%, -8%, ?
- COc1ccc(C2CC(c3ccccc3)n3nnnc3N2)cc1 (stereo not given)
 : -2%, 7%, -14%
- CSCC[C@H](NC(=O)[C@H]1CC[C@H](CNC(=O)[C@@H](N)Cc2ccccc2)CC1)C(=O)O
 : -3%, /, 6%
- COCCCn1c(=O)c2sccc2n2c(CCCC(=O)N(C)Cc3ccco3)nnc12
 : -2%, -9%, -2%
- CCCCCN1C(C(=O)c2ccccc2)=C(NC(=O)c2ccc(C)cc2)c2ccccc2S1(=O)=O
 : 18µM*, 6%, 16µM*
- CSc1nc2ccc(NC(=O)c3cccs3)cc2s1
 : ?, 0%, ?
- COc1ccc(Cc2nnc(NN)[nH]c2=O)cc1OC
 : 3%, /, -13%
- COC(=O)C1C(=O)C(C(=O)/C=C/c2ccccc2)C(=O)CC1(C)C (stereo not given)
 : ?, -3%, -16%
- O=C(Nc1cccc(-c2ccc(N3CCOCC3)nn2)c1)c1ccccc1
 : ?, /, ?
- CCC(C)(C)n1nnnc1C(c1cc2cc(C)cc(C)c2[nH]c1=O)N1CCCC1 (stereo not given)
 : ?, 10%[56.1 µM], ?
- CCCCC[C@@H](C)N1C[C@@H](COCc2ccccc2)Oc2cc(N3CC[C@H](O)C3)ccc2S1(=O)=O
 : ?, /, 16µM*
- COc1ccc(C(C)=O)cc1Cn1c(C)c(C(=O)NCc2cccc(Cl)c2)sc1=O
 : ?, /, 21µM*
- O=C(CNC(=O)c1cccc(Cl)c1)NCCCSc1ccccc1
 : ?, -3%[0.505 µM], 23µM*
- CC(C)NC(=O)[C@]1(C)CCC[C@@]2(C)C3CC[C@@]4(C)C[C@]3(CCC21)CC4=O (stereo not given in full)
 : ?, 1%, -28%
- CC(C)N1CCC(N2CCN(Cc3nc4ccccc4s3)CC2CCO)CC1 (stereo not given)
 : 7%, 4%, -1%
- CCC(C)NC(=S)NNC(=O)c1ccc(C(C)(C)C)cc1 (stereo not given)
 : -3%, 10%, -6%
- CCOCCN1CCN(C2c3ccccc3CSc3ccccc32)CC1 (stereo not given)
 : ?, /, ?
- CC1(C)CC(=O)C(C=NCc2ccc3c(c2)OCO3)=C(O)C1
 : 4%, 6%, 1%
- COCCNC(=O)C1CCN(C(=O)c2cc3sccc3n2Cc2ccc(Cl)cc2)CC1
 : 5.2µM*, 0%, 2.6µM*
- O=C1c2ccccc2S(=O)(=O)N1Cc1cc(=O)n2ccsc2n1
 : -3%, -2%, 3%
- COc1ccc(NC(=O)COC(=O)C2CC2)cc1S(=O)(=O)N1CCCCC1
 : -3%, 1%, 9%
- CCCC(=O)Nc1ccc(NC(=O)c2ccccn2)cn1
 : -26%, 7%, ?
- Cc1cc(C)cc(NC(=O)CSc2cc(C(=O)c3nccn3C)c3ccccc3n2)c1
 : ?, 4%, ?
- CCOC(=O)c1cnc(SCC(C)C)nc1N
 : -4%, 0%, -9%
- COc1ccccc1NC(=O)C1=C(C)Nc2ncnn2C1c1ccc[nH]1 (stereo not given)
 : 1%, -10%, 8%
- Cc1ccc(SCC(=O)NNC(=O)c2ccccc2)c(C)c1
 : -23%, 12%, ?
- O=C(NCCc1ccccc1)C1CC(=O)N(C2CCCC2)C1 (stereo not given)
 : -9%, 7%, -18%
- O=C(CN1C(=O)NC2(CCCC2)C1=O)Nc1nc(-c2ccc(F)c(F)c2)cs1
 : 12µM*, 3%, ?
- O=C1C2C3C=CC(C3)C2C(=O)N1CCC(=O)N1CCc2ccccc21 (stereo not given)
 : -16%, 0%, -19%
- CCCCC1C(C#N)=C(C)NC2=C1C(=O)CC(C)(C)C2 (stereo not given)
 : -29%, 1%, ?
- COc1ccc(N=Cc2c(OC)ccc3ccccc23)cc1
 : 3%, /, -30%
- Cc1ccc(OCCn2c(Br)nc3c2c(=O)n(C)c(=O)n3C)cc1
 : 12µM*, 2%, 18µM*
- CO[C@H]1[C@H](NC(=O)c2cccs2)c2ccccc2C12CCN(Cc1cccn1-c1ccccn1)CC2
 : ?, /, ?
- CCOC(=O)Cc1csc(NC(=O)c2ccc(S(=O)(=O)N3CCCCC3)cc2)n1
 : -23%, 6%, ?
- COc1cccc2cc(-c3nc4ccccc4o3)c(=O)oc12
 : 14%, 0%, -19%
- Cc1nc(N2CCN(c3ccccn3)CC2)c2c(C)c(C(=O)Nc3ccc(Br)cc3C)sc2n1
 : 16µM*, 7%, ?
- CCn1cc(C(=O)N[C@H](C(=O)NCCCn2ccnc2)C(C)C)c(=O)c2cc3c(cc21)OCO3
 : -2%, 1%, 23%
- CC(Sc1ccc(Cl)cc1)C(=O)NNC(=O)c1ccco1 (stereo not given)
 : 6%, 1%, 9%
- O=c1oc2c(CN3CCCC3)c(O)ccc2cc1-c1ccccc1
 : -11%, -3%, -7%
- CCCCCCCCCCCCCCCC[n+]1ccc(/C=C/c2c[nH]c3ccccc23)c2ccccc21
 : 5µM*, /, 14µM*
- NS(=O)(=O)c1ccc(NC(=O)C(=O)NCCC(=O)O)cc1
 : 3%, 5%, -1%
- CC1CN(C(=O)NCc2ccccc2)c2cc(Cl)ccc2O1 (stereo not given)
 : ?, 1%, ?
- Cc1c(Cl)cccc1NC(=O)Nc1cnccn1
 : -20%, -5%, -5%
- O=C(CSc1nnnn1-c1ccc(Cl)cc1)Nc1cccnc1Cl
 : 23µM*, 5%, ?
- CN(C)c1nc2n(c(=S)n1)CCS2
 : -17%, 3%, -1%
- CCOC(=O)n1c(=O)n(Cc2ccc(F)cc2)c2ccccc21
 : -3%, 2%, -23%
- COc1ccccc1OCC(=O)N(Cc1nc(-c2ccccc2)no1)C(C)C
 : -18%, 4%, ?
- N#Cc1c(N2C(=O)C3C4C=CC(C4)C3C2=O)sc2c1CCC2 (stereo not given)
 : ?, 0%, -6%
- COc1ccc(OC)c(N(CC(=O)NC2CCCCCC2)S(=O)(=O)c2ccc(C)cc2)c1
 : 23µM*, 2%, 23µM*
- Cc1nnc(SCCN2CCOCC2)n1-c1cccc(Cl)c1
 : -1%, 2%, -12%
- C[C@H]1CN([C@@H](C)CO)S(=O)(=O)c2ccc(Br)cc2O[C@@H]1CN(C)S(=O)(=O)c1ccccc1F
 : -7%, /, 4%
- CCOc1ccc(NC(=O)C2CCN(S(=O)(=O)c3ccc4c(c3)oc(=O)n4C)CC2)cc1
 : -14%, 4%, -12%
- C=CCN(C(=O)CNC(=O)c1ccco1)C(C(=O)NC1CCCCC1)c1ccc(OC)cc1 (stereo not given)
 : 2%, -5%, -26%
- O=C(N/N=C/c1ccc(Br)cc1)c1ccccc1-n1cccc1
 : ?, 8%, 16µM*
- CC(C)c1ccc(OCc2ccc(C(=O)N(C)C)o2)cc1
 : -3%, /, ?
- Cc1nonc1NC(=O)CSc1nc2ccccc2[nH]1
 : -7%, /, -6%
- CCCCn1c(N)c(N(CC(C)C)C(=O)c2ccc(S(=O)(=O)N3CCC(C)CC3)cc2)c(=O)[nH]c1=O
 : -10%, 0%, -1%
- O=C(CSc1nnc(CNC(=O)c2c(F)cccc2Cl)o1)Nc1ccccc1
 : 6%, 3%, 2%
- O=C(NCCS(=O)(=O)N1CCN(c2ccc(F)cc2)CC1)c1ccc2c(c1)OCO2
 : ?, /, ?
- COC(=O)C(NC(C)=O)(Nc1sc2c(c1C(N)=O)CCCC2)C(F)(F)F (stereo not given)
 : -2%, 3%, -9%

(listing goes on)
Every second line gives: DT40 TDP1 CPT, TDP1 inh, TDP1 cell noCPT
- CCOc1ccc(S(=O)(=O)NCc2ccccn2)cc1NC(=O)c1ccccc1
 : 1.3µM*, 0%, 1.3µM*
- COC(=O)c1sccc1S(=O)(=O)N1CCN(c2ccccc2)CC1
 : -27%, -1%, -27%
- CN(C(=O)C1CCCO1)c1nnc(-c2cnccn2)s1 (stereo not given)
 : -14%, -4%, 1%
- CCN(CC)C(=O)c1ccccc1NC(=O)c1ccccc1SC
 : 8%, 0%, 14%
- O=C(CC[C@H]1O[C@@H](n2ccc(=O)[nH]c2=O)[C@H](O)[C@@H]1O)NCc1ccc2c(c1)OCO2
 : -16%, /, 12%
- O=S(=O)(Nc1ccc(O)c(Sc2nc3ccccc3s2)c1)c1cc(Cl)ccc1Cl
 : -15%, /, ?
- CC1CCCCN1C(=O)COC(=O)c1ccc2ccccc2n1 (stereo not given)
 : -1%, 0%, -5%
- CN1CCN(C(CNC(=O)C(=O)Nc2ccc3c(c2)OCCO3)c2ccc(F)cc2)CC1 (stereo not given)
 : -6%, /, -29%
- CN1CCN(C(=O)CCc2nc(-c3ccc(Cl)cc3)no2)CC1
 : ?, 0%, -12%
- Nc1nc(N)c(-c2cccc(C(F)(F)F)c2)c(Cc2cccc(C(F)(F)F)c2)n1
 : 2.9µM*, /, 1.3µM*
- Cc1ccc(-n2c3c(cc(C(=O)NCC(=O)c4ccccc4)c2=O)C(=O)CCC3)cc1
 : -12%, 2%, -20%
- O=C(O)CCCCCNC(=O)Nc1ccc2c(c1)OCCO2
 : 9%, 7%, 4%
- COC(=O)c1c(NC(=O)c2ccccc2)sc(C(=O)c2ccccc2)c1C
 : 16µM*, 8%, 15µM*
- O=C(CSc1nnc(Cc2ccccc2)o1)NCc1ccc2c(c1)OCO2
 : -5%, 2%, ?
- COCCOc1nc2ccccc2nc1C
 : 6%, 5%, -4%
- O=[N+]([O-])c1ccc(COc2cccnc2)cc1
 : -1%, 5%, ?
- CC1(C)CC(=O)C(C=NCC2CCNCC2)=C(O)C1
 : -5%, 5%, ?
- COC(=O)CSc1nc(-c2ccccc2)c2c(c1C#N)CCCC2
 : -14%, -3%, ?
- CCOC(=O)c1c(C)oc2ncnc(NCCc3ccccc3)c12
 : 21µM*, 5%, 23µM*
